# Source: PubChem BioAssay (several laboratories)
# OX1R antagonist: human HCRTR1 antagonism; O43613; inhibition, % at 5 µM; CHO/OX1R cells, Fluo-8 calcium fluorescence, orexin A; actives 0.43% (n = 330,000);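 active means inhibition above its plate's threshold, mean inhibition of all tested compounds on the plate plus 3 SD, cut at about 37% in these data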;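 further: 0% = orexin A challenge wells and 100% = SB-334867-A antagonist wells; not every result past the cut was called active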
# Target sequence (O43613 whole entry, looked up): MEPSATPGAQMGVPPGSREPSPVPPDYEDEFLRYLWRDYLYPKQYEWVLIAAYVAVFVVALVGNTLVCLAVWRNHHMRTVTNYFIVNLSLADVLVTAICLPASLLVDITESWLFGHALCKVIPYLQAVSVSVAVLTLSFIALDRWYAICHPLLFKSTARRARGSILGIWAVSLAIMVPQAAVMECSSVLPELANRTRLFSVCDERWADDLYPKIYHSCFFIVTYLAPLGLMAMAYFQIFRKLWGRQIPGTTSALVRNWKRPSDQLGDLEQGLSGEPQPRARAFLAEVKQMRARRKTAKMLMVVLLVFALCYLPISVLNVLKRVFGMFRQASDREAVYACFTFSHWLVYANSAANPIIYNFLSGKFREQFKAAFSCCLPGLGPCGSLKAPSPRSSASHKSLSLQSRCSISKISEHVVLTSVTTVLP
# CHT PAM: allosteric activators of human choline transporter CHT; CHT-expressing cells, membrane potential dye, choline EC20; hits give high values; LV-AA mutant CHT in HEK293 cells; B-score at 10 µM; actives 0.49% (n = 310,000);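 active means initial fluorescence not abnormally high and integrated response B-score, plate-corrected, over 3 SD above library mean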
# Target sequence (Q9GZV3 whole entry, looked up): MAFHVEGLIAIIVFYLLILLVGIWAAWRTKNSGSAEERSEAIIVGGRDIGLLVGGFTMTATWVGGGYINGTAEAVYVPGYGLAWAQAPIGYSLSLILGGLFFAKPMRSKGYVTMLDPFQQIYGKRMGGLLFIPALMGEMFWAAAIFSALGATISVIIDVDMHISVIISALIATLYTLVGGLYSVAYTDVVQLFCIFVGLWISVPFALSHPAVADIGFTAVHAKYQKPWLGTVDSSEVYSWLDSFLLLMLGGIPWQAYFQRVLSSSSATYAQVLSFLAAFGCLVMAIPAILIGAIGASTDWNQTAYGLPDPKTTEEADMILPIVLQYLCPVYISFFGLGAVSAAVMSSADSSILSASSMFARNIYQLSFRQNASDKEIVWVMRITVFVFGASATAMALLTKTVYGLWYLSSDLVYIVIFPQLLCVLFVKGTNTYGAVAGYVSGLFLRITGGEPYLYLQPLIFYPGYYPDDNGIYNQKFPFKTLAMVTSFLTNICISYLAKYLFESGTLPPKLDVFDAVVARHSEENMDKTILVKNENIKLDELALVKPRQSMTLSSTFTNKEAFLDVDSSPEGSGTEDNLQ
# The depositor's hits bear a star; i = inactive; x = no result given.
# Values run as follows: OX1R antagonist	CHT PAM
O=C(Nc1ccccc1)C1CCCN(C(=O)c2ccc(F)cc2)C1 (configuration not stated)
→ -4	x
O=C(Cn1nnc(-c2cccs2)n1)OC1CCCCC1
→ -2	i
O=c1c2c(-c3ccccc3)csc2nc2n1CCC2
→ -7	i
Cc1oc(-c2ccccc2F)nc1CN1CCC(C(=O)NCc2cccs2)CC1
→ -25	i
Cc1cc(C(=O)OC(C(=O)Nc2ccc(C)c(Cl)c2)c2ccccc2)c(C)o1 (configuration not stated)
→ -15	i
Cc1ccc(S(=O)(=O)CCC(=O)NCCN2C(=O)S/C(=C\c3ccccc3)C2=O)cc1
→ -10	i
COc1cccc(OCc2cc(C(=O)N3CCN(C4CCCCC4)C(=O)C3)no2)c1
→ -16	i
CCOc1ncccc1C(=O)Nc1nc(SC)ns1
→ -26	i
C#Cc1ccc([C@@H]2C=C(C(=O)N3CCOCC3)O[C@H](OCCCCO)C2)cc1
→ -10	i
CC(C)(C)N(Cc1ccccc1)C(=O)COC(=O)CN1C(=O)NC2(CCCC2)C1=O
→ -11	i
O=C(O)CCCN1C(=O)c2ccc(Oc3cccc([N+](=O)[O-])c3)cc2C1=O
→ 4	i
O=C(C(=O)N1CCOCC1)c1cn(CCOc2ccccc2)c2ccccc12
→ -28	i
C[C@]12CC[C@@H]3c4ccc(O)cc4C(=O)C[C@H]3[C@@H]1CC[C@@H]2O
→ 15	i
COc1ccc(-n2nnc3c(=O)n(CC(=O)Nc4cc(C)on4)cnc32)cc1OC
→ 3	i
O=C(CSc1nnnn1-c1ccccc1)Nc1ccc(N2CCOCC2)cc1
→ -5	i
S=C(NCc1ccccc1)NC1CCSc2ccccc21 (configuration not stated)
→ 4	i
CC(OCc1ccccc1)C(NC(=O)OC(C)(C)C)C(=O)NCC1CCCO1 (configuration not stated)
→ -6	i
CC1CC(C)CN(CCCNC(=O)c2ccc3c(c2)N(Cc2ccccc2)C(=O)c2ccccc2S3=O)C1 (configuration not stated)
→ -16	i
CCn1c(SCC(=O)Nc2ccc(C)cc2)nnc1-c1ccc(O)cc1
→ -24	i
CCOC(=O)C(=CNc1cc(OC)ccc1-n1cccc1)C(=O)OCC
→ -30	i
CNC(=S)Nc1ccc2nc(C)oc2c1
→ 2	i
CC(=O)Nc1ccc(NC(=O)c2c([N+](=O)[O-])cnn2C)cc1
→ -18	i
O=C(COC(=O)CCS(=O)(=O)c1ccccc1)NC(=O)c1ccc(OC(F)F)cc1
→ -25	i
CCOC(=O)[C@@H]1[C@H]2COc3ccc(Br)cc3[C@@H]2N2C(=O)N(c3cccc(F)c3)C(=O)[C@@]12C
→ -24	i
COc1cc(NC(=O)c2ccccc2NS(=O)(=O)c2ccc(Cl)s2)cc(OC)c1
→ 16	i
COc1ccc(-n2nnc3c(SCC(=O)N4CCCc5ccccc54)ncnc32)cc1
→ 1	i
COc1ccc(S(=O)(=O)N2CCCCCC2)cc1C(=O)NCc1cccs1
→ -8	x
Cc1c(Cl)c(=O)oc2cc(OC(C)C)ccc12
→ -9	i
CC(C)C(=O)NCCSc1c[nH]c2ccccc12
→ -1	i
O=C(CSc1nc(-c2ccccc2)cs1)NC(=O)NCc1ccco1
→ -13	i

# (list continues)
# Values run as follows: OX1R antagonist	CHT PAM
COc1ccccc1CN1CCc2c([nH]c3ccccc23)C1
→ -36	i
CSc1ncccc1C(=O)Nc1ccccc1N1CCOCC1
→ -1	x
Cc1scc(C(=O)O)c1-c1c(C(=O)O)csc1C
→ 1	i
COc1ccc(/C=C2/C(=O)N(c3ccccc3)N=C2C)cc1Br
→ 7	i
N#CCC(=O)N/N=C/c1cn(Cc2ccc(Cl)cc2Cl)c2ccccc12
→ -15	i
CCOC(=O)C1CSC(CC(=O)Nc2ccc(Cl)cc2)C(=O)N1 (configuration not stated)
→ 4	i
O=C(c1ccc2ccccc2c1)N1CCOCC1
→ -2	i
N#Cc1cccnc1Nc1cccc(Cl)c1
→ 2	i
COCCCN1C(=O)N(c2ccccc2)C(=O)C1CC(=O)Nc1ccc(F)cc1 (configuration not stated)
→ 4	i
C=CC[C@]12C[C@@H](OC)C(=O)C=C1O[C@@H](c1ccc(OC)c(OC)c1)[C@H]2C
→ -15	i
CCOC(=O)N1CCC(NS(=O)(=O)c2cc(Br)cnc2N)CC1
→ -15	i
O=S1(=O)c2cccc3cccc(c23)N1Cc1nnc(-c2ccccc2Br)o1
→ 11	i
COc1cccc(NC(=O)NCCN2CCCCC2)c1
→ -7	i
CC(C)Cn1cnc2sc3c(c2c1=N)CCCC3
→ -15	i
COc1cccc(CC(=O)Nc2ccc(S(=O)(=O)N3CCCCC3)cc2)c1
→ -24	x
Cc1ccccc1N(CC(=O)NC(C)(C)C)C(=O)CS(=O)CC(=O)Nc1ccc2c(c1)OCO2 (configuration not stated)
→ 4	i
C/C(CC(=O)Nc1cc(C)ccn1)=N\NC(=O)c1ccc(C)cc1
→ -9	i
COc1cc2c(cc1OC)CN(C(=O)CSc1nnc3scc(-c4ccccc4)n13)CC2
→ -21	i
CCOCCCNC(=O)C1CCN(S(=O)(=O)N2CCCCC2)CC1
→ 7	i
CC1C(=O)N2CCCc3cc(S(=O)(=O)N4CCC(C(N)=O)CC4)cc1c32 (configuration not stated)
→ -5	i
CCC(=O)N1CCN(c2ccc(Cl)cc2NC(=S)NC(=O)c2ccco2)CC1
→ -28	i
NCCSC1CC(=O)N(c2ccc(F)cc2)C1=O (configuration not stated)
→ 0	i
O=C(N/C=C/c1ccc(Cl)cc1)NCc1ccc(Cl)cc1
→ -19	i
COc1ccc(O)c(C(=O)c2cc(C#N)c(=O)n(-c3c(C)n(C)n(-c4ccccc4)c3=O)c2)c1
→ -12	i
Cc1cc(C)nc(SCCCNCc2ccccc2)n1
→ -32	i
COc1ccc2cc(C#N)c(N3CCN(C(=O)c4ccccc4C)CC3)nc2c1
→ -18	i
CCOC(=O)C(CC)(CC)C(=O)/C=C/c1cccc(Br)c1
→ -17	i
O=C(CSCC(=O)OCC(=O)c1ccc(Br)cc1)Nc1cccc2ccccc12
→ 0	i
CCc1ccc(S(=O)(=O)NCc2csc(-c3ccccc3)n2)s1
→ -22	i
COC(=O)CNC(=O)COC(=O)c1ccc(OC)c([N+](=O)[O-])c1
→ 1	i

# Going on with the list.
# Values run as follows: OX1R antagonist	CHT PAM
COC(=O)c1ccc(S(=O)(=O)N2C3CCC2CC(NC(=O)NC2CCCCC2)C3)cc1 (configuration not stated)
→ -12	i
COc1ccc(CCNC(=O)C(=O)NCc2ccccn2)cc1
→ -4	i
O=C(O)c1cc(-c2ccc(Cl)cc2)n[nH]1
→ -2	i
CC1(C)C2CCC1(C)C(Nc1ccccc1)C2 (configuration not stated)
→ -17	i
CCCCOc1ccc(NC(=O)c2cnc(C)cn2)cc1
→ -5	i
CC(C)CC(=O)Nc1ccc(C(=O)Cn2c(=O)oc3ccccc32)cc1
→ -13	i
COc1ccc(CNC(=O)CN(Cc2ccccc2)C(=O)CCC(=O)Nc2nccs2)cc1
→ -26	i
Cc1ccccc1NC(=S)NC(NC(=O)COc1ccccc1)C(Cl)(Cl)Cl (configuration not stated)
→ -16	i
C(=N\N1CCN(C2c3ccccc3-c3ccccc32)CC1)/c1cccs1
→ 8	i
Cc1cc(C(=O)CN2C(=O)C(=O)N(CCC3=CCCCC3)C2=O)c(C)n1C
→ -9	x
Cc1ccc(NC(=O)c2ccncc2)cc1[N+](=O)[O-]
→ -1	i
Cc1ccc(Oc2ccccc2/C=C2\SC(=O)N(C)C2=O)cc1
→ -33	i
Cc1noc(C)c1NC(=O)N(C)C[C@@H]1Oc2ccc(NC(=O)Cc3cn(C)c4ccccc34)cc2CC(=O)N([C@H](C)CO)C[C@@H]1C
→ -1	x
O=C1C=C(N2CCOCC2)C2(CCCCC2)O1
→ -5	i
COc1cccc(-c2n[nH]c(=S)n2Cc2ccco2)c1
→ -12	i
CCOc1ccc(Br)cc1S(=O)(=O)NCc1ccc(S(N)(=O)=O)cc1
→ -1	i
NC1=NN=C(N2N=C(c3ccco3)CC2(O)C(F)(F)F)n2ncnc2C1 (configuration not stated)
→ -10	i
Cc1cc(NC(=O)NC2CCCN2S(=O)(=O)c2ccc(Cl)cc2)no1 (configuration not stated)
→ -4	i
COc1ccc(/C=N/NC(C)(C)C)c(OC)c1
→ -14	i
Cc1cc(C(=O)NNC(=O)C(C)(C)Oc2ccc(Cl)cc2)c(C)o1
→ 7	x
O=C(Nc1cccc(Cl)c1N1CCOCC1)c1ccc([N+](=O)[O-])o1
→ -24	i
O=c1[nH]c(/C=C\c2ccc(O)c(Cl)c2)nc(O)c1[N+](=O)[O-]
→ -10	i
COc1ccc(N(C(C)C(=O)NCc2ccco2)S(C)(=O)=O)cc1 (configuration not stated)
→ -17	i
O=C(NC(=S)Nn1cnc2c(cnn2-c2ccccc2)c1=O)c1ccc(Oc2ccccc2)cc1
→ -11	i
Cc1cc(Nc2ccc(F)c(F)c2)nc(-c2ccccc2O)n1
→ -9	i
O=C(NC(=S)N1CCc2ccccc21)c1ccccc1Br
→ -3	i
CC(C)(CNC(=O)c1sc2cc(F)ccc2c1Cl)N1CCOCC1
→ -13	i
CCNC(=S)N1CCCCC1CO (configuration not stated)
→ -1	i
CCc1ccc2[nH]c(=O)c(CN(Cc3ccccc3)Cc3nnnn3Cc3ccco3)cc2c1
→ -21	i
COc1ccc(CCn2c(SCCN3CCCCC3)nc3ccccc3c2=O)cc1OC
→ -40	7.4*

# Later entries:
# Values run as follows: OX1R antagonist	CHT PAM
COC(=O)c1sc(NC(=S)NC(=O)c2ccccc2C)nc1C
→ -20	i
O=C1c2cccc3cccc(c23)C(=O)N1CCCN1CCN(c2ccc(F)cc2)CC1
→ -21	i
CCCCOP(=O)(c1ccc(N(C)C)cc1)C(O)c1ccc(N(C)C)cc1 (configuration not stated)
→ -17	i
CC(=O)c1cccc(NC(=O)C2CCCN(S(=O)(=O)c3ccccc3)C2)c1 (configuration not stated)
→ 5	i
O=C(CSC1=N/C(=C/c2ccc(Cl)c(Cl)c2)C(=O)N1c1ccccc1F)NC1CC1
→ -14	i
COc1ccc(C(C)=O)c(OC(=O)c2ccco2)c1
→ -10	i
COc1cccc(NS(=O)(=O)c2ccc(S(=O)(=O)N3CCCC3)cc2)c1
→ -3	x
CN(C)CCCn1c(SCC(=O)Nc2sc3c(c2C#N)CCCC3)nnc1-c1ccncc1
→ -16	i
COc1ccc(-n2nc(C(=O)NCC(=O)NCc3ccc(F)cc3)c3ccccc3c2=O)cc1
→ 1	i
O=C(COc1ccc(F)cc1Br)NCC1(N2CCOCC2)CCCCC1
→ -12	x
Cc1[nH]c2ccc(C(=O)N3CCC(C(N)=O)CC3)cc2c1C
→ -5	x
COc1ccc(C(NC(=O)c2cccc(F)c2)c2ccccc2)cc1 (configuration not stated)
→ -17	i
O=C(NCCC1=CCCCC1)c1cc(S(=O)(=O)N2CCCCC2)ccc1Cl
→ -23	i
CNC(=O)CCC(=O)Nc1ccc(C(=O)OC)cc1
→ -1	i
CCn1c2ccccc2c2cc(/C=N/NC(=O)c3ccccc3C)ccc21
→ -28	i
S=C(NCc1cccs1)Nc1ccc(Cl)cc1
→ 9	i
CCOC(=O)N1CCN(C(=O)c2c(-c3ccccc3Cl)noc2C)CC1
→ -9	i
CC1CCCC(C)N1C(=O)CSc1ccc(-c2ccc3c(c2)OCCO3)nn1 (configuration not stated)
→ -11	i
O=C1CCC/C(=N/NC(=O)c2sc3ccccc3c2Cl)C1
→ -4	i
COc1ccc(CC(=O)NCC2CCCCC2)cc1OC
→ -23	i
COc1ccc(C(=O)C2CCCN(Cc3ccc(C#CCCO)cc3)C2)cc1F (configuration not stated)
→ -22	i
Cc1cc(NC(=O)CSc2nc3ccccc3c(=O)n2CCCC(=O)NCc2ccccc2)n[nH]1
→ -30	i
COc1ccc([C@H]2CC(=O)C=C(c3cccc4c3Oc3ccccc3S4)C2)cc1
→ -6	x
FC(F)(F)c1cnc(Sc2nnc(-c3cccs3)n2CC2CCCO2)c(Cl)c1 (configuration not stated)
→ -20	i
CCOC(=O)c1c(C)[nH]c(C)c1C(=O)COC(=O)c1ccc(S(=O)(=O)N(CC)CC)cc1
→ -12	i
S=c1[nH]c(-c2ccccc2)cn1/N=C/c1ccncc1
→ -6	i
CCN(CC)S(=O)(=O)c1ccc(N2CCN(CCO)CC2)nc1
→ 8	i
O=C(Nc1ccc(N2CCCCC2)c(Cl)c1)c1ccc(N2CCOCC2)c([N+](=O)[O-])c1
→ 9	i
CCn1c(SCC(=O)NCc2ccc3c(c2)OCO3)nnc1-c1c[nH]c2ccccc12
→ -2	i
Cc1c(OCC(=O)NCCCN2CCCC2=O)ccc2c3c(c(=O)oc12)CCC3
→ -19	i

# A draw from above in order of formula weight, highest first:
# Values run as follows: OX1R antagonist	CHT PAM
Cc1cc(NC(=O)CSc2nc3ccccc3c(=O)n2CCCC(=O)NCc2ccccc2)n[nH]1
→ -30	i
O=C(CSC1=N/C(=C/c2ccc(Cl)c(Cl)c2)C(=O)N1c1ccccc1F)NC1CC1
→ -14	i
COC(=O)c1sc(NC(=S)NC(=O)c2ccccc2C)nc1C
→ -20	i

# New compounds follow.
# Values run as follows: OX1R antagonist	CHT PAM
O=C(Oc1cccc(/C=N/NC(=O)c2ccccn2)c1)c1ccc([N+](=O)[O-])cc1
→ -5	i
COc1ccc(CCNC(=O)[C@H](C)N2C(=O)N3CCc4c([nH]c5ccccc45)[C@@]3(C)C2=O)cc1
→ -21	i
CCOC(=O)C1CCN(S(=O)(=O)c2ccc(NC(C)=O)c(Cl)c2)CC1
→ -22	i
O=C(O)CN(c1ccccc1)S(=O)(=O)c1cc(C(F)(F)F)cc(C(F)(F)F)c1
→ -10	i
COc1cccc(-c2nc(-c3ccc(Br)o3)no2)c1
→ -21	i

# Entries of single compounds, looked up by structure.
# `O=C(Oc1cccc(/C=N/NC(=O)c2ccccn2)c1)c1ccc([N+](=O)[O-])cc1` is listed with OX1R antagonist = -5; CHT PAM = i
# `COc1ccc(CCNC(=O)[C@H](C)N2C(=O)N3CCc4c([nH]c5ccccc45)[C@@]3(C)C2=O)cc1` is listed with OX1R antagonist = -21; CHT PAM = i
